# Bioassay records as filed in PubChem.
# TNAP act hiacc: increases human TNAP activity under high phosphate acceptor concentration; 200,000 tested, under 10 active; purified TNAP, CDP-star luminescence, 1 M DEA, 30 min; active compounds read high; 0 = EDTA background, 1 = DMSO-only activity; activation factor at 20 µM; P05186; AID 1136;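 active = activation factor at least 2 at 20 µM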
# Target sequence (P05186 whole entry, looked up): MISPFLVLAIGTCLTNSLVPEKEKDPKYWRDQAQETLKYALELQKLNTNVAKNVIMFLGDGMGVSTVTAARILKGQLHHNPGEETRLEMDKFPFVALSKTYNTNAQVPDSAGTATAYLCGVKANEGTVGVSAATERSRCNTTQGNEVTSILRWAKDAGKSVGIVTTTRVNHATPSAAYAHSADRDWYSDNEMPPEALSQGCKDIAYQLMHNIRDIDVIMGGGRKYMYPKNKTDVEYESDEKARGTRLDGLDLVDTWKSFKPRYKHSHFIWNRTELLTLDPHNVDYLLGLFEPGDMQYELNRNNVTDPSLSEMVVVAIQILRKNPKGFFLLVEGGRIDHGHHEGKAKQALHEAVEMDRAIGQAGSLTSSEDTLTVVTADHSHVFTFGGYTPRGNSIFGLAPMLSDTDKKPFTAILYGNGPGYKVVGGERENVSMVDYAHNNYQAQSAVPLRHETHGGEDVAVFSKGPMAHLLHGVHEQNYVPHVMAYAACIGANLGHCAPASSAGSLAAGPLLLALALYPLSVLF
#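 Control set: EDTA negative control, DMSO positive control / Assay system: human TNAP / Quantity: TNAP 1/800 final / Evaluation: TNAP activation factor scaled between EDTA and DMSO control wells / Measured by: luminescent substrate turnover signal / Compound dosing: one dose, 20 µM / Times: 30 min enzyme reaction at room temperature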
# FLuc act counter: affects firefly luciferase, flagging false hits in luciferase stimulation screens. P08659. ATPlite luciferase biochemical, luminescence, 10 min; 0 = ATP-free wells, 1 = DMSO control. activation factor at 10 µM. 200,000 tested, under 10 active;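 active = luciferase activation factor, scaled between plate controls, of at least 2 with compound at 10 µM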
#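 Assay system – cell-free luciferase reagent · Medium – PBS-based ATP solution · Dosing – test compounds dosed from 2 mM stocks in 100% DMSO · Timing – 10 min, room temperature · Technique – light output (luminescence) · Measure – luminescence gain marking luciferase activators · Controls – No-ATP low control, compound-free enzyme-plus-ATP high control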
# APP 5'UTR act: APP 5'UTR luciferase reporter activation; AID 1276; SH-SY5Y APP 5'UTR luciferase reporter, luminescence; zero percent = DMSO vehicle wells; activation, % at 2 µM; hit rate 1% among 190,000;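 active = activation above a set limit, based on mean plus 3 SD of controls, cut at about 140% in these data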; note: values of inactives mirror those of a sister screen read the other way
# bIAP activator: intestinal alkaline phosphatase (bovine) activation; purified bovine IAP, CDP-star luminescence, 30 min; active compounds read high; fold of DMSO-control signal, blank-subtracted; activation factor at 20 µM; hit rate 0.17% among 200,000; AID 1016;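 active = activation factor of 2 or more at 20 µM, a signal rise over negative controls twice the positive control's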
# PMI act hi M6P: PMI (human) activation, high substrate; hit rate 0.34% among 190,000; activation factor at 20 µM; coupled PMI enzyme assay, resazurin fluorescence, 20 min; active compounds read high; 1 = untreated enzyme, 0 = substrate-free blank; AID 1216;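 active = activation factor of 2 or more at 20 µM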
# Target sequence (P34949 whole entry, looked up): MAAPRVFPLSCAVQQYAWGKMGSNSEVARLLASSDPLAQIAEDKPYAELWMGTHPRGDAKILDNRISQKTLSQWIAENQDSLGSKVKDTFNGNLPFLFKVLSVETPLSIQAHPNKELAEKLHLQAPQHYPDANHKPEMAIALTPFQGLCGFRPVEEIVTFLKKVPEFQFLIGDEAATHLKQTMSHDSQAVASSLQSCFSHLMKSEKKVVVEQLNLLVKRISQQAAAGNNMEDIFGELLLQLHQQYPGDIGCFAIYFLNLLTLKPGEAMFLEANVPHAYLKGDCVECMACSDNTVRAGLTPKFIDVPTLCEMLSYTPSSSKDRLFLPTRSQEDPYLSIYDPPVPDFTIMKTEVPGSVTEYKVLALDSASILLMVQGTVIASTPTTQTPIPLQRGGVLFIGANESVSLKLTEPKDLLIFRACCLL
#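 Material: human phosphomannose isomerase with PGI, G6PDH, diaphorase coupling enzymes / Reagent: Man-6-P substrate 1.0 mM / Dosing: single compound dose of 20 µM, 1% DMSO final / Incubation: enzyme reaction with compound 20 min at room temperature / Signal: resorufin fluorescence (Ex 544/Em 590 nm) from resazurin via diaphorase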
# NF-kB expr up: NF-kB expression increase, human neuronal cells | AID 1239 | fold change at 12.5 µM | NF-kB reporter expression; active compounds read high | hit rate 1.6% among 190,000; in the data active = fold change above about 3.3
# TNAP inh no acc: inhibitors of human TNAP without phosphate acceptor. P05186. hit rate 0.26% among 200,000. AID 1012. inhibition, % at 20 µM. purified TNAP, CDP-star luminescence, 30 min;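 active = tissue-nonspecific alkaline phosphatase inhibition above about 50% at 20 µM in the single-dose screen, limit read from the data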;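 note: 0% = DMSO negative control and 100% = EDTA positive control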
# TNAP inh hiacc: TNAP (human) inhibition, high acceptor. P05186. hit rate 0.03% among 200,000. purified TNAP, CDP-star luminescence, 1 M DEA. inhibition, % at 20 µM;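 active = over 50% inhibition of tissue-nonspecific alkaline phosphatase at 20 µM in the single-dose screen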;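 note: plate controls were DMSO wells for no effect and EDTA-quenched wells as full inhibition for full effect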
# PMI act: increases human mannose-6-phosphate isomerase activity. P34949. purified human PMI, coupled resazurin fluorescence, 20 min; active compounds read high; 1 = vehicle control, 0 substrate-free wells. activation factor at 20 µM. hit rate 0.005% among 190,000;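 active = activation factor of 2 or more at 20 µM, relative to plate controls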
# FLuc inh counter: inhibits firefly luciferase, flagging false hits in luciferase inhibition screens; inhibition, % at 10 µM; ATPLite firefly luciferase biochemical luminescence, 10 min; hit rate 1.5% among 200,000; AID 1006; P08659;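 active = inhibition above about 50% when tested at 10 µM, limit read from the data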
# * = called active by the depositor; x = no result given.
SMILES,TNAP act hiacc,FLuc act counter,APP 5'UTR act,bIAP activator,PMI act hi M6P,NF-kB expr up,TNAP inh no acc,TNAP inh hiacc,PMI act,FLuc inh counter
CC(C)(C)OC(=O)NCCCC[C@@H](C(=O)N1CCN(C(=O)OC(C)(C)C)CC1)n1cc(CCC(=O)O)nn1,1.1,1.1,16,1.1,1,1.1,-11,-6,1,-8
COC(=O)c1ccc(CO/N=C(\NC(C)=O)c2nonc2NC(C)=O)cc1,1,1.1,17,1,1.1,0.93,-6,3,1,-6
COc1cccc(/C=N/NC(=O)CNC(=O)c2ccc(S(=O)(=O)N3CCCC3)cc2)c1OC,1,1,-11,1.3,1,1.2,-8,0,0.9,3
c1nc(N2CCNCC2)c2sc3nc(N4CCOCC4)c4c(c3c2n1)CCC4,1,1,x,1.1,1,x,-10,-4,1,1
COc1cccc(-c2csc(N3CCN(C(=O)Nc4ccc(Cl)cc4)CC3)n2)c1,1.1,1.1,32,0.9,1,0.98,-51,-12,1,-8
COC(=O)CN1C(=S)N(c2ccc(OC)cc2)C(=O)/C1=C/c1cccs1,1,1,17,1,0.7,1.3,-17,2,0.8,-5
Cc1ccc(CNC(=O)c2ccc(C#CC(C)(C)O)s2)cc1,1,1,-11,0.8,1,1.1,-9,2,1,-3
O=C(NNC(=O)C1CCN(Cc2ccc(F)cc2Cl)CC1)Nc1ccc([N+](=O)[O-])cc1,1.1,1.1,12,1.2,1.1,0.94,-14,-6,1,-5
CN(CCO)Cc1csc2ccc(Br)cc12,1,1.1,-8,0.9,1.1,1.8,-7,-2,1.1,-7
CCOc1ccc(CNC(=O)CCS(=O)(=O)Cc2ccccc2C)cc1OC,1,1,-32,1,1,1.1,-6,3,1,-4
CCOc1ccc(NC(=O)CN2CCN(CC(=O)Nc3ccc4c(c3)OCO4)CC2)cc1,1,1,13,1,1,1,-8,0,0.9,0
CCN(CC)c1ccc(/C=N/NC(=O)c2cnccn2)cc1,1,0.3,-74,0.9,0.9,2.6,-12,3,1,66*
Clc1ccc(Cl)c(-c2nn3c(COc4ccccc4)nnc3s2)c1,1,1.1,20,0.9,0.9,1.3,0,-1,0.5,-6
COc1ccc(/C=N/NC(=S)Nc2ccccc2[N+](=O)[O-])cc1O,0.9,0.6,206*,0.8,0.9,0.43,-2,11,0.9,39
CC(C)(C)C(=O)N1CCc2cc(-c3csc(N)n3)ccc21,1,0,121,1,1.1,1.3,-12,-3,1,96*
O=C(O)CSc1ncccc1C(=O)O,1,1,-20,1,1.1,1.2,-12,1,1.1,2
COc1cccc(NC(=O)CSc2nnc(CN3CCOCC3)n2C)c1,1.1,1.1,-12,1,1,1.5,-14,-8,1,-8
CCOc1ccc(Cc2nc(N)nc(N)n2)cc1,1,1.1,9,1,1.1,1.3,0,-3,1.1,-7
O=C(NCc1ccc2c(c1)OCO2)c1cccc(S(=O)(=O)N2CCOCC2)c1,1.1,1.1,-24,1,1.1,1.3,-3,-5,1,-7
CCN(c1ccccc1)S(=O)(=O)c1ccc(NC(=S)NC(=O)c2cccs2)cc1,0.9,1,-5,0.7,0.9,0.57,9,7,0.8,-3
Cc1nsc(Nc2ccccc2)c1C#N,1,1,18,1,1.3,0.9,-6,2,1.3,-4
Cc1cc(=O)oc2cc(N3C(=O)CC(Cc4ccccc4)C3=O)ccc12 (stereo not given),1,1,18,1,x,1.1,-8,-1,x,-3
C1CCc2c(nc3nnnn3c2NC2CCCC2)C1,1,1,-7,1,1,1.1,-6,0,1,-4
Cc1cc(C)c(C#N)c(SC2CCCCC2=O)n1 (stereo not given),1.1,1,1,1,1,0.77,-12,-7,1,-4
O=C(Cc1sc(-c2ccccc2)nc1-c1ccccc1)Nc1ccc(Cl)cc1,1.1,1.1,-2,1,0.9,1.2,-4,-7,1,-9
# More records:
SMILES,TNAP act hiacc,FLuc act counter,APP 5'UTR act,bIAP activator,PMI act hi M6P,NF-kB expr up,TNAP inh no acc,TNAP inh hiacc,PMI act,FLuc inh counter
CC(C)(C)NC(=S)NNC(=O)c1ccncc1,1.1,1,-8,1,0.9,1.3,-30,-5,0.9,-2
COc1ccc(/C=N/n2c(-c3ccco3)nc3ccccc3c2=O)cc1,1,1,-1,0.9,0.8,0.95,-7,-3,0.9,-2
O=C(c1ccc(Cl)cc1)c1c[nH]cc1-c1ccccc1,1,1,5,0.9,0.9,1,-9,-2,1,-5
O=[N+]([O-])c1ccc(NNC(=S)Nc2ccccc2)cc1,0.8,1,-11,0.8,1.2,1.5,46,16,1,-2
CCOC(=O)c1c(C)[nH]c2ccc(O)cc12,1.1,0.9,-38,1,0.9,1.5,-14,-6,1,6
Nc1nc(CSc2nc3ccccc3[nH]2)nc(N2CCOCC2)n1,1,1,-9,0.9,0.9,1.1,-19,-4,0.9,1
O=C(Cc1ncc(C(F)(F)F)cc1Cl)NCCc1ccccc1,1,1,-10,1.1,1,1.4,-3,1,1,0
COc1ccc(CNC(=O)Nc2cccc(C(F)(F)F)c2)cc1OC,1.1,1,20,1,0.8,0.98,-26,-6,0.8,2
CC(C)CNC(=O)NC(=O)COc1c(F)c(F)cc(F)c1F,1.1,1,-10,0.9,0.9,0.95,-9,-5,0.9,-4
COc1cc(NC(=O)C2CCCO2)c(OC)cc1NC(=O)c1ccccc1 (stereo not given),1,1,-9,0.9,0.9,1.2,-6,3,0.9,-3
COc1ccccc1C(C)NC(=O)c1ccc(C)o1 (stereo not given),1,1.1,1,0.9,1.1,1.1,-1,-4,1.1,-10
Cc1ccc(NC2SC(=O)N(CC(=O)O)C2=O)cc1 (stereo not given),1,1,6,0.7,1,1.2,-7,-2,0.9,0
CCOc1ccc(C(=O)C2CCN(C(=O)c3ccccc3C(=O)O)CC2)cc1,1,1.1,2,1,1,1.4,-10,0,1,-6
COC(=O)c1cc(OC)c(OC)cc1NC(=O)C1CCC(=O)N1S(=O)(=O)c1ccc(C)cc1 (stereo not given),1,1.1,14,0.9,1,3.3,-15,-4,0.9,-6
CC1CCN(C(=O)CSc2nc(N)cc(N)n2)CC1,1.1,1,1,1,0.9,0.96,-11,-6,0.9,1
Cc1nc(SCC(=O)N2c3ccccc3Sc3ccccc32)n[nH]1,1.1,1.1,2,1.5,1.1,0.98,15,-7,1.1,-10
COCc1nnc(NC(=O)CCC2CCCCC2)s1,1,1,-12,1,1,1.5,2,-2,1,-3
Cc1ccc(NC(=S)NC(=O)c2ccc(F)cc2)cc1S(=O)(=O)Nc1cccc(Cl)c1,1,1,6,0.9,0.9,0.84,6,-2,0.9,-2
Cc1ccc(C(=O)N2CC(C)OC(C)C2)cc1[N+](=O)[O-] (stereo not given),1,1,-11,1.1,1,1.2,-8,2,1,-5
NNc1nc(NCc2ccccc2)nc(N2CCOCC2)n1,1,1.1,23,1,1,0.99,2,1,1,-8
C=CCn1c(=N)c(C(=O)NCCCOC)cc2c(=O)n3cc(C)ccc3nc21,1.1,1.1,-7,0.9,0.9,0.91,-10,-6,1,-6
Cc1ccsc1/C=N\NC(=O)c1cc(C(C)(C)C)[nH]n1,1,0.8,85,1.2,1.1,2.2,25,-3,1.1,20
O=C(CN(c1ccccc1Cl)S(=O)(=O)c1ccccc1)N/N=C/c1ccccc1C(=O)O,1,1.1,2,1.3,0.9,1.2,-4,-2,1,-6
Cc1nn(CCOc2ccccc2)c(=O)n1-c1ccccc1F,1,1,x,0.9,1,1.8,7,1,0.9,1

# Reformatted with two lines to a compound: entries from further up
# Each structure is followed by: TNAP act hiacc | FLuc act counter | APP 5'UTR act | bIAP activator | PMI act hi M6P | NF-kB expr up | TNAP inh no acc | TNAP inh hiacc | PMI act | FLuc inh counter
Cc1ccsc1/C=N\NC(=O)c1cc(C(C)(C)C)[nH]n1
 : 1 | 0.8 | 85 | 1.2 | 1.1 | 2.2 | 25 | -3 | 1.1 | 20
O=C(CN(c1ccccc1Cl)S(=O)(=O)c1ccccc1)N/N=C/c1ccccc1C(=O)O
 : 1 | 1.1 | 2 | 1.3 | 0.9 | 1.2 | -4 | -2 | 1 | -6

# Molecules shown so far that contain an aryl methoxy group (11):
SMILES,TNAP act hiacc,FLuc act counter,APP 5'UTR act,bIAP activator,PMI act hi M6P,NF-kB expr up,TNAP inh no acc,TNAP inh hiacc,PMI act,FLuc inh counter
COc1cccc(/C=N/NC(=O)CNC(=O)c2ccc(S(=O)(=O)N3CCCC3)cc2)c1OC,1,1,-11,1.3,1,1.2,-8,0,0.9,3
COc1cccc(-c2csc(N3CCN(C(=O)Nc4ccc(Cl)cc4)CC3)n2)c1,1.1,1.1,32,0.9,1,0.98,-51,-12,1,-8
COC(=O)CN1C(=S)N(c2ccc(OC)cc2)C(=O)/C1=C/c1cccs1,1,1,17,1,0.7,1.3,-17,2,0.8,-5
CCOc1ccc(CNC(=O)CCS(=O)(=O)Cc2ccccc2C)cc1OC,1,1,-32,1,1,1.1,-6,3,1,-4
COc1ccc(/C=N/NC(=S)Nc2ccccc2[N+](=O)[O-])cc1O,0.9,0.6,206*,0.8,0.9,0.43,-2,11,0.9,39
COc1cccc(NC(=O)CSc2nnc(CN3CCOCC3)n2C)c1,1.1,1.1,-12,1,1,1.5,-14,-8,1,-8
COc1ccc(/C=N/n2c(-c3ccco3)nc3ccccc3c2=O)cc1,1,1,-1,0.9,0.8,0.95,-7,-3,0.9,-2
COc1ccc(CNC(=O)Nc2cccc(C(F)(F)F)c2)cc1OC,1.1,1,20,1,0.8,0.98,-26,-6,0.8,2
COc1cc(NC(=O)C2CCCO2)c(OC)cc1NC(=O)c1ccccc1 (stereo not given),1,1,-9,0.9,0.9,1.2,-6,3,0.9,-3
COc1ccccc1C(C)NC(=O)c1ccc(C)o1 (stereo not given),1,1.1,1,0.9,1.1,1.1,-1,-4,1.1,-10
COC(=O)c1cc(OC)c(OC)cc1NC(=O)C1CCC(=O)N1S(=O)(=O)c1ccc(C)cc1 (stereo not given),1,1.1,14,0.9,1,3.3,-15,-4,0.9,-6
